Giardia FBPA inh: blocks Giardia fructose-bisphosphate aldolase activity; A8B2U2; purified Giardia FBPA; Potency, µM (titrated, usually from 59.6 µM), for the others: at the highest dose activity, negative = inhibition, usual class: inhibitors; 290,000 tested, 0.71% active; also: potency is read from the fitted curve at half-maximal effect; nearly all actives have a fitted effect of over 55% in size
Target sequence (A8B2U2 whole entry, looked up): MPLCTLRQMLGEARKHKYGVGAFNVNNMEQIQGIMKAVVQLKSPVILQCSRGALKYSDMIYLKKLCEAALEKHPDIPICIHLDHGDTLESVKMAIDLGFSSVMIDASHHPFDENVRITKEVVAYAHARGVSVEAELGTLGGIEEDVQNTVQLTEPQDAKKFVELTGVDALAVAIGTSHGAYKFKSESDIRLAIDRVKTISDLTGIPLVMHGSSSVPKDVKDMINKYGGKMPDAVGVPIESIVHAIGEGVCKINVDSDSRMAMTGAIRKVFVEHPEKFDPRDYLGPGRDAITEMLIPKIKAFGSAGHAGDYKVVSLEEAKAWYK
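40 nM FBPA preincubated 10 min at RT with compound (up to 57.5 uM final), then substrate plus GAPDH/TPI/NAD/arsenate coupling and diaphorase/resazurin added. Fluorescence read after 20 min at RT, 525/598 nm.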
HCMV antiviral: human cytomegalovirus inhibition | activity change, negative = inhibition, % at 57.5 µM | HFF cells, HCMV-luciferase reporter, 72 h; stronger effect = lower value | 410,000 tested, 4.5% active | AID 1259415; in the data active = activity change below about -60%; inconclusive = no clear call, values can overlap the other calls; inactive = above about -39%
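Compounds were evaluated in HFFs infected with an HCMV luciferase reporter virus (MOI 1 PFU/cell). Luciferase in lysates collected 72 h post infection served as the replication measure.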
Sm TGR block: blocks Schistosoma mansoni thioredoxin glutathione reductase; Q962Y6; purified TGR, DTNB reduction, TNB absorbance 405 nm; Potency, µM (series often up to 114 µM), inactives show at the top dose activity change, negative = inhibition, hits mostly inhibitors; 360,000 tested, 3% active; AID 485364; also: potency is read from the fitted curve at half-maximal effect; nearly all actives have a fitted effect of over 60% in size
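Kinetic colorimetric format: TGR-catalysed, NADPH-driven DTNB reduction monitored via TNB absorbance. Enzyme dispensed at 20 nM; compound exposure 15 min at room temperature before reaction start.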
AmpC detergent: blocks E. coli AmpC beta-lactamase in detergent assay. P00811. AID 485294. AmpC hydrolysis of nitrocefin, absorbance 480 nm, 0.01% Triton. Potency, µM (top dose mostly 114 µM), for the others: at the highest dose activity change, negative = inhibition, hits mostly inhibitors. 370,000 tested, 0.041% active;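 also: potency is read from the fitted curve at half-maximal effect; 0% = no-compound wells and -100% = no-enzyme wells; nearly all actives have a fitted effect of over 25% in size; some results filed as inactive show a strong effect at the top dose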
Target sequence (P00811 whole entry, looked up): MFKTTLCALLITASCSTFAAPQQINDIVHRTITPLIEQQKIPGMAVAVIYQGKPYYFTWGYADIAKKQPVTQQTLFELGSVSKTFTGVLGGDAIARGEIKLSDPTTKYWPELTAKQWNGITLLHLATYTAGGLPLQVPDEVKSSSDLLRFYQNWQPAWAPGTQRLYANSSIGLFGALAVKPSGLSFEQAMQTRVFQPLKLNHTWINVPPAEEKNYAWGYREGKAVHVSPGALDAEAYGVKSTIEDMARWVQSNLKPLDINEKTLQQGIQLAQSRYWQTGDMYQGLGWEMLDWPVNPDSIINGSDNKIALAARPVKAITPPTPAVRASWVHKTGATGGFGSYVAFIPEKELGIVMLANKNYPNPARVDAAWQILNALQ
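20 mM phosphate pH 7.0 + 0.01% (detergent screen) or 0.0001% Triton X-100; 5.3 nM AmpC reagent; cpd preinc 15 min RT; nitrocefin (800 uM stock) to start; A480 q20 s × 4 min; Activity was normalised to no-enzyme and no-compound control wells.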
AmpC inh no detg: blocks E. coli AmpC beta-lactamase in detergent-free assay; P00811; AmpC nitrocefin hydrolysis, absorbance 480 nm, 0.0001% Triton; Potency, µM (series often up to 57.1 µM), without a hit: at the highest dose activity change, negative = inhibition, hits mostly inhibitors; 330,000 tested, 0.52% active; AID 485341;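 also: potency is read from the fitted curve at half-maximal effect; plate controls were no compound for no effect and no enzyme for full effect; nearly all actives have a fitted effect of over 20% in size; some results filed as inactive show a strong effect at the top dose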
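20 mM phosphate pH 7.0 + 0.01% (detergent screen) or 0.0001% Triton X-100; 5.3 nM AmpC reagent; cpd preinc 15 min RT; nitrocefin (800 uM stock) to start; A480 q20 s × 4 min; Activity was normalised to no-enzyme and no-compound control wells.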
HCV inhibitor: inhibitors of hepatitis C virus infection. Huh7.5.1 HCVcc-Cre infection, luciferase reporter, 44 h. Potency, µM (titrated, usually from 41.8 µM), without a hit: top-dose activity change, negative = inhibition, hits mostly inhibitors. 340,000 tested, 3.4% active; also: potency is read from the fitted curve at half-maximal effect
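Seed cells (1,000/well) for 4 h; treat with compound and infect with HCVcc-Cre, moi about 0.5. Incubate 44 h, then detect luciferase activity.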
The depositor's hits bear a star; ? = inconclusive; / = no result given; [ ] = remark or other dose. Unless noted, calls follow the shape of the dose curve; as a rule, active = well fitted curve in the direction sought with a large enough effect; inconclusive = small, poorly fitted or top-dose-only effect, or another doubt; inactive = no such curve, though single readings can be large; an effect the other way counts as inactive or inconclusive. Unless noted, % is scaled to controls: 0 for no effect and ±100 for the full control effect.

#1 CCOP(=O)(OCC)C(NC(C)=O)C(Cl)(Cl)Cl (configuration not stated)
#2 CCOC(=O)N1CCC(NC(=O)Cc2cn(C)c3ccccc23)CC1
#3 CC12CCC(=O)C=C1CCC1C2C(O)CC2(C)C1CCC2(O)C(=O)CO (configuration not stated)
#4 CCCNC(=O)CCn1c(-c2ccc(C)cc2)cc(C(=O)OCC)c1C
#5 CC1(C)CC(=O)c2cc(OCC(=O)N3CCN(c4ccccc4F)CC3)ccc2O1
#6 Nc1cccc(C(=O)Nc2cccc3ncccc23)c1
#7 Cc1cccc(NC(=O)CSc2nnc(CN3CCOCC3)n2C)c1C
#8 FC(F)(F)c1cccc(CNC2CCN(Cc3ccccc3)CC2)c1
compound no.,1,2,3,4,5,6,7,8
Giardia FBPA inh,7.6%,-0.8%,18.1%,-1.4%,2.0%,16.7%,1.3%,-23.2%
HCMV antiviral,34.5,5.6,21.8,5.7,-27.3,9.8,41.5,7.8
Sm TGR block,0.0%,2.0%,-2.4%,-24.2%,3.5%,-22.4%,/,1.3%
AmpC detergent,-4.3%,-2.4%,-7.0%,1.4%,-2.4%,-6.0%,4.6%,-14.9%
AmpC inh no detg,-22.8%,/,-3.3%,98.1%[activator],34.2%,-9.6%,-4.9%,1.7%
HCV inhibitor,14.4%,8.9%,-5.9%,9.5%,?,10.8%,18.6%,?

The final two records of the part before are carried over, then new ones follow:
#7 Cc1cccc(NC(=O)CSc2nnc(CN3CCOCC3)n2C)c1C
#8 FC(F)(F)c1cccc(CNC2CCN(Cc3ccccc3)CC2)c1
#9 C=CCOc1ccc(-c2n[nH]c(=S)o2)cc1
#10 Cc1oc(C(=O)O)cc1COc1ccc2c3c(c(=O)oc2c1C)CCCC3
#11 O=C(CCCc1ccccc1)NCc1ccc(F)cc1
#12 Cc1ccc(Nc2nc(CSc3nnc(-c4ccc(F)cc4)n3C)cs2)cc1
#13 C=CCSc1nnc2c(n1)OC(C)=Nc1ccc(Br)cc1-2
#14 Cc1c(C(=O)Nc2cccc(Cl)c2)oc2ccc(S(=O)(=O)N3CCC4(CC3)OCCO4)cc12
#15 C=CCn1c(O)c(N=NC(=O)CNC(=O)c2cccs2)c2ccccc21
#16 Cc1nn(C)cc1CN(C)S(=O)(=O)c1cccc([N+](=O)[O-])c1
compound no.,7,8,9,10,11,12,13,14,15,16
Giardia FBPA inh,1.3%,-23.2%,3.4%,-3.1%,5.9%,-4.5%,5.4%,-17.9%,-4.1%,-3.0%
HCMV antiviral,41.5,7.8,0.9,/,-17.3,28.7,-14.3,-20.5,-21.6,-23.0
Sm TGR block,/,1.3%,33.7%,0.1%,-7.0%,-19.3%,/,1.1%,-13.9%,-2.7%
AmpC detergent,4.6%,-14.9%,-8.7%,-10.9%,-0.9%,-5.5%,0.6%,-5.7%,-1.7%,-3.0%
AmpC inh no detg,-4.9%,1.7%,-33.7%,-22.2%,-32.4%,-11.5%,-25.6%,-11.1%,-29.0%,-21.4%
HCV inhibitor,18.6%,?,?,/,5.0%,?,11.9%,?,?,-10.3%

#17 COCCCNC(=O)C1CC(=O)N(CCc2ccc(OC)c(OC)c2)C1 (configuration not stated)
#18 CC(=O)NC1C(OCc2cccc(Br)c2)OC(COC(C)=O)C(OC(C)=O)C1OC(C)=O (configuration not stated)
#19 O=C(CSc1nnc(CNC(=O)c2ccccc2F)o1)NC1CCCC1
#20 O=C(Nc1ccc(S(=O)(=O)NCc2cccnc2)cc1)c1ccco1
#21 O=C(NNC(=O)c1cccnc1)Nc1ccccc1
#22 O=C(CCc1nnc(Cc2ccc3c(c2)OCO3)o1)NCc1nc2ccccc2s1
#23 O=C(CSc1ncnc2c1sc1ccccc12)Nc1ccc(Br)cc1
#24 COc1cc(/C=C/C(=O)OCC(=O)NCCN2C(=O)CSC2=O)ccc1OCC#N
compound no.,17,18,19,20,21,22,23,24
Giardia FBPA inh,-0.1%,0.3%,/,1.0%,-0.2%,1.1%,4.6%,/
HCMV antiviral,-0.8,-16.8,-22.3,?,-14.5,50.8,-31.3,-31.1
Sm TGR block,-18.6%,9.4%,0.9%,-11.6%,-13.7%,28.2µM*,-32.1%,-6.1%
AmpC detergent,-3.6%,-9.8%,?,-13.1%,-13.7%,9.1%,-12.4%,1.0%
AmpC inh no detg,2.5%,27.2%,0.8%,-9.3%,-16.8%,2.0%,-31.3%,-16.6%
HCV inhibitor,22.0%,9.1%,12.9%,?,8.4%,-13.6%,-27.1%,19.2%

14 of these compounds, set out differently:
Each structure is followed by: Giardia FBPA inh, HCMV antiviral, Sm TGR block, AmpC detergent, AmpC inh no detg, HCV inhibitor
11	O=C(CCCc1ccccc1)NCc1ccc(F)cc1
  5.9%, -17.3, -7.0%, -0.9%, -32.4%, 5.0%
12	Cc1ccc(Nc2nc(CSc3nnc(-c4ccc(F)cc4)n3C)cs2)cc1
  -4.5%, 28.7, -19.3%, -5.5%, -11.5%, ?
13	C=CCSc1nnc2c(n1)OC(C)=Nc1ccc(Br)cc1-2
  5.4%, -14.3, /, 0.6%, -25.6%, 11.9%
14	Cc1c(C(=O)Nc2cccc(Cl)c2)oc2ccc(S(=O)(=O)N3CCC4(CC3)OCCO4)cc12
  -17.9%, -20.5, 1.1%, -5.7%, -11.1%, ?
15	C=CCn1c(O)c(N=NC(=O)CNC(=O)c2cccs2)c2ccccc21
  -4.1%, -21.6, -13.9%, -1.7%, -29.0%, ?
16	Cc1nn(C)cc1CN(C)S(=O)(=O)c1cccc([N+](=O)[O-])c1
  -3.0%, -23.0, -2.7%, -3.0%, -21.4%, -10.3%
17	COCCCNC(=O)C1CC(=O)N(CCc2ccc(OC)c(OC)c2)C1 (configuration not stated)
  -0.1%, -0.8, -18.6%, -3.6%, 2.5%, 22.0%
18	CC(=O)NC1C(OCc2cccc(Br)c2)OC(COC(C)=O)C(OC(C)=O)C1OC(C)=O (configuration not stated)
  0.3%, -16.8, 9.4%, -9.8%, 27.2%, 9.1%
19	O=C(CSc1nnc(CNC(=O)c2ccccc2F)o1)NC1CCCC1
  /, -22.3, 0.9%, ?, 0.8%, 12.9%
20	O=C(Nc1ccc(S(=O)(=O)NCc2cccnc2)cc1)c1ccco1
  1.0%, ?, -11.6%, -13.1%, -9.3%, ?
21	O=C(NNC(=O)c1cccnc1)Nc1ccccc1
  -0.2%, -14.5, -13.7%, -13.7%, -16.8%, 8.4%
22	O=C(CCc1nnc(Cc2ccc3c(c2)OCO3)o1)NCc1nc2ccccc2s1
  1.1%, 50.8, 28.2µM*, 9.1%, 2.0%, -13.6%
23	O=C(CSc1ncnc2c1sc1ccccc12)Nc1ccc(Br)cc1
  4.6%, -31.3, -32.1%, -12.4%, -31.3%, -27.1%
24	COc1cc(/C=C/C(=O)OCC(=O)NCCN2C(=O)CSC2=O)ccc1OCC#N
  /, -31.1, -6.1%, 1.0%, -16.6%, 19.2%

(next part)
#25 CCCCN1C(Nc2ccccc2)=NC[C@@H]1CC(C)C
#26 Cc1ccc(-c2nc3c4ccccc4n(CC(=O)N4CCN(c5ccccc5F)CC4)c(=O)n3n2)cc1
#27 COc1ccc(-c2nc(NC(=O)C3CCN(c4nc5ccccc5o4)CC3)sc2C)cc1
#28 Clc1cccc(Cl)c1Cn1cnc2c(NCc3ccco3)ncnc21
#29 CCc1ccc(NC(=O)CS(=O)CC(=O)Nc2ccc(F)cc2F)cc1 (configuration not stated)
#30 COc1ccc(CNC(=O)C/C(C)=N/NC(=O)COc2cccc(C)c2)cc1
#31 CN(CC(=O)NCc1ccc(F)cc1)Cc1ccc(Br)cc1
#32 COCCN1C(=O)c2oc3ccccc3c(=O)c2C1c1cccc(O)c1 (configuration not stated)
compound no.,25,26,27,28,29,30,31,32
Giardia FBPA inh,/,/,-5.1%,9.4%,8.1%,1.0%,-3.1%,9.3%
HCMV antiviral,-12.5,18.8,-23.4,-16.4,24.1,-33.2,-20.4,0.5
Sm TGR block,-10.7%,-0.4%,0.1%,3.5%,0.0%,0.2%,13.6%,-2.2%
AmpC detergent,-10.6%,2.5%,-11.9%,12.7%,-13.9%,-9.2%,-12.8%,-14.0%
AmpC inh no detg,-34.9%,/,-7.2%,-2.8%,-16.7%,6.9%,67.3%[activator],-11.9%
HCV inhibitor,0.0%,/,?,-1.8%,-1.9%,-7.6%,9.1%,2.6%

#33 COCCN1CC(O)=C(c2nc3ccccc3c(=O)[nH]2)C1=N
#34 COCCOC(=O)c1[nH]c2c(c1C)C(=O)CC(c1cc(OC)ccc1OC)C2 (configuration not stated)
#35 COC(=O)c1cc(NC(=O)c2nn(C)c3c2COc2ccccc2-3)cc(C(=O)OC)c1
#36 COc1ccccc1CN1CCC(CNC(=O)c2cnn(-c3ccc(Cl)cc3)c2C2CCN(C(=O)OC(C)(C)C)CC2)CC1
#37 O=C(NNC(=S)NCc1ccccc1)c1ccc(OC(F)F)cc1
#38 Cn1nnnc1SCC(=O)NC(C)(C)C
compound no.,33,34,35,36,37,38
Giardia FBPA inh,-5.2%,0.3%,/,/,13.9%,5.3%
HCMV antiviral,17.4,3.9,?,-107.5*,18.0,-14.1
Sm TGR block,1.5%,-0.3%,1.9%,6.3%,-1.7%,7.8%
AmpC detergent,?,?,-1.7%,22.6%,-12.8%,-16.1%
AmpC inh no detg,-4.7%,?,/,/,-31.7%,-17.3%
HCV inhibitor,14.1%,?,/,/,27.3%,9.0%

Compound activity from PubChem BioAssay.
